FN deposition inh: fibronectin deposition inhibition. actives 0.086% (n = 350,000). inhibition, % at 12.6 µM. AID 743247. AH1F fibroblasts, Alexa488-fibronectin deposition fluorescence, overnight;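 active means mean inhibition across replicates of 30% or more, regardless of how many single replicates reach that level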;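 further: positive control wells lacked labelled fibronectin entirely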
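Assay system: AH1F fibroblast monolayer, labelled fibronectin deposition. Amount: 10000 cells per well. Also added: labelled fibronectin 24 nM. Compound: single-point pinned compound. Incubation: cell attachment 1 h, compound and FN exposure overnight. Detection: fluorescence after three HBSS washes, excitation 485 nm, emission 525 nm. Read-out: inhibition of fibronectin deposition signal.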
PGC1a acetyl inh: modulators of PGC1a acetylation. actives 0.17% (n = 350,000). U2OS PGC1a acetylation, AlphaScreen anti-acetyl-lysine; with virally co-expressed GCN5 acetyltransferase. inhibition, % at 15.6 µM;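 active means every replicate shows inhibition of at least 40%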;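 further: 0% = neutral control wells and 100% = positive control wells; some results beyond the cut were filed as inactive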
CFTR F508del cor: CFTR F508del correction in bronchial cells; CFBE cells, YFP halide quenching; stimulated with forskolin plus potentiator P3; % fluorescence drop versus neutral controls; activity (quench increase), % at 7.58 µM; actives 0.36% (n = 350,000);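 active means mean added fluorescence quench of at least 8% versus neutral control, with both replicates also reaching 8%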;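 further: cells transiently co-express mutant CFTR-F508del with the halide-sensitive YFP; corrector assay measuring rescue of mutant channel to the surface after 24 h compound exposure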
INS-1E GSIS act: GLuc luminescence reporter in INS-1E cells, primary screen for activators of glucose-dependent secretion of insulin. INS-1E GLuc reporter insulin secretion, 2-3 h. activation, % at 16.6 µM. actives 0.61% (n = 370,000). AID 743287;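 active means lowest replicate activation of at least 40%, so every replicate reaches that level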;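 further: 0% = median of neutral control wells and 100% = median of IBMX positive control wells; some compounds called inactive have numbers as strong as hits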
PglD inh: PglD (C. jejuni) enzyme inhibition; purified PglD enzyme, DTNB colorimetric CoA detection; actives 0.098% (n = 360,000); inhibition, % at 12.5 µM; in the data active means inhibition above about 16%, passing the limit was not always enough; further: strong numbers were not always called active
C2C12 statin: suppressors of simvastatin-induced myotoxicity in C2C12 myotubes. AID 602340. rescue of ATP level, % at 7.49 µM. ATP luminescence, 48 h; scaled: DMSO 0, geranylgeraniol control 100. actives 0.78% (n = 330,000);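 active means mean ATP rescue above about 67%, or every replicate alone reaching that limit, limit read from the data, passing the limit was not always enough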;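 further: myotubes were challenged with 10 µM simvastatin during compound exposure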
miR-122 sensor: inhibitors of miR-122 in Huh7 cells | actives 0.3% (n = 340,000) | activation (reporter increase), % at 12.5 µM | Huh7 miR-122 Renilla luciferase sensor, 48 h; neutral wells = 0, positive control = 100;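 active means mean replicate activation score at least 90 and every replicate individually at or above 90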;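 further: higher luciferase means less miR-122 activity so hits act as miR-122 inhibitors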
Cneo AK release: Cryptococcus neoformans lysis via adenylate kinase release. lysis activity, % at 15 µM. AID 651654. actives 0.2% (n = 360,000). C. neoformans lysis, adenylate kinase release luminescence, 4 h; normalised: neutral wells 0, clomiphene wells 100;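 active means mean lysis activity across replicates of at least 80%, whatever share of replicates individually reach that level; inactive means mean lysis activity below 80%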
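Material – log-phase Cryptococcus neoformans yeast cells · Input – 5 × 10^6 yeast cells/mL · Medium – fresh YPD growth medium · Doses – single compound concentration per well · Timing – static 4 h at 37 °C with compound, 1 h detection · Detection – adenylate kinase release luminescence · Read-out – signal increase indicating cell lysis · Control set – Clomiphene as positive lysis control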
Active calls of the source: *; . = no result given; & = joins results of further samples; [ ] = remark or other dose.

SMILES	FN deposition inh	PGC1a acetyl inh	CFTR F508del cor	INS-1E GSIS act	PglD inh	C2C12 statin	miR-122 sensor	Cneo AK release
CCOc1ccccc1Nc1nnc(SCC(=O)N2CCCC2)s1	3	1	.	.	-6	-1	-5	-5
CNC[C@H]1Oc2ccc(NC(=O)Nc3c(C)noc3C)cc2CC(=O)N([C@H](C)CO)C[C@@H]1C	7	-8	0.1	7	-2	-10	-1[16.7 µM]	5
CN1CCN(C(=O)C[C@@H]2C[C@H]3c4cc(NC(=O)CC5CC5)ccc4O[C@H]3[C@@H](CO)O2)CC1	-4	-20	2.9	-3	8	-5	1[16.7 µM]	-1
NC(=O)CC(NC(=O)Cc1cccc2ccccc12)c1ccc(NC2CCCCCCC2)c([N+](=O)[O-])c1 (stereo not drawn)	0	7	2.4	16	-2	19	-1	0
CCCCN(C)CCCNC(=O)CN1N=C(c2ccc(Cl)cc2)CCC1=O	-6	38	-2.6	-3	-2	3	.	4
CC1Nc2ccc(C(=O)NC3CCCCC3)cc2NC1=O (stereo not drawn)	-6	0	0.8	3	-3	-10	6	0
O=C(Cc1ccc(F)cc1)OCC(=O)N1CCN(S(=O)(=O)c2ccc(Cl)cc2)CC1	-1	.	-2.0	-15	2	-2	-1	-5
CO[C@H]1CN(C)C(=O)c2ccc(NC(=O)C3CC3)cc2OC[C@@H](C)N(C(=O)c2ccccc2)C[C@@H]1C	14	15	2.2	5	8	2	.	-22
Cc1nc(-c2ccc(NS(C)(=O)=O)cc2)cs1	.	3	.	.	5	-18	2	4
Cc1ccc(NC(=O)c2cc(N3C(=O)C4CC=CCC4C3=O)ccc2N2CCCCC2)cc1 (stereo not drawn)	0	-2	.	-7	5	.	-4	-1
CC1(C)CC(=O)c2c(noc2-c2ccccc2)C1	-9	5	.	.	-1	5	7	0
COc1ccc(Cl)cc1S(=O)(=O)NCc1nc2nc(C)cc(C)n2n1	0	0	4.7	-3	-5	-1	-4	3
NC(=O)CC(NC(=O)c1ccccc1)c1ccc(NCCc2ccc(F)cc2)c([N+](=O)[O-])c1 (stereo not drawn)	0	10	1.0	.	-1	20	-1	-2
O=C(CNC(=O)c1n[nH]c2ccccc12)Nc1cc(Cl)ccc1Cl	3	-9	0.9	6	-5	-2	10	-1
Cc1cc(C)cc(NC(=O)CN2CCN(C(=O)C3CCCO3)CC2)c1 (stereo not drawn)	9	7	-0.7	4	1	.	-14	-8
CC(C)(C)C(CCl)C(=O)NN=C(c1ccccc1)c1ccccc1 (stereo not drawn)	11	5	-1.4	-24	-1	3	-2	-2
Cc1cccc(N2CCN(Cc3oc(CO)cc(=O)c3O)CC2)c1C	5	-4	.	.	0	-1	-3	0
CC(C(=O)N1CCc2ccccc21)n1cnc2c1c(=O)n(C)c(=O)n2C (stereo not drawn)	4	-10	0.8	.	-2	-9	-4	3
COC(=O)[C@@]12CCCN1[C@H](c1ccc(-c3ccc(Cl)c(Cl)c3)c(OC)c1)[C@H]1C(=O)N(C)C(=O)[C@H]12	14	3	1.0	19	1	-39	-6	2
CSc1ccc(S(=O)(=O)NCC(=O)OCC(=O)N(C)CC(=O)Nc2ccccc2Cl)cc1[N+](=O)[O-]	3	1	6.8	-15	3	8	-5	-1

Complete entries, quoted from the list:
Cc1nc(-c2ccc(NS(C)(=O)=O)cc2)cs1 is entered as FN deposition inh: .; PGC1a acetyl inh: 3; CFTR F508del cor: .; INS-1E GSIS act: .; PglD inh: 5; C2C12 statin: -18; miR-122 sensor: 2; Cneo AK release: 4
Cc1cc(C)cc(NC(=O)CN2CCN(C(=O)C3CCCO3)CC2)c1 (stereo not drawn) is entered as FN deposition inh: 9; PGC1a acetyl inh: 7; CFTR F508del cor: -0.7; INS-1E GSIS act: 4; PglD inh: 1; C2C12 statin: .; miR-122 sensor: -14; Cneo AK release: -8

(listing goes on)
SMILES	FN deposition inh	PGC1a acetyl inh	CFTR F508del cor	INS-1E GSIS act	PglD inh	C2C12 statin	miR-122 sensor	Cneo AK release
C[C@@H]1CCCCO[C@@H](CN(C)Cc2ccncc2)[C@@H](C)CN([C@@H](C)CO)C(=O)c2cc(NC(=O)CCC(F)(F)F)ccc2O1	.	-2	-2.0	7	1	4	7[16.7 µM]	-1
Cc1sc2ncnc(OCC(=O)N3CCN(S(=O)(=O)c4ccccc4)CC3)c2c1C	-4	2	.	.	-3	8	2	0
CC1CCc2ccccc2N1C(=O)c1cccs1 (stereo not drawn)	-7	-12	.	.	-15	13	2	-5
CC1c2cc3c(cc2CCN1C(=O)c1ccc(Cl)cc1)OCCCO3 (stereo not drawn)	-3	-2	4.1	-24	5	-30	1	4
CCOc1ccc(N(CC(=O)NCCc2ccc(C)cc2)S(=O)(=O)c2c(C)noc2C)cc1	-4	4	0.3	-3	-2	0	-8	0
CCC(=O)Nc1cccc(-c2ccc(N3CCCCC3)nn2)c1	-19	8	-0.2	59	-2	-15	-9	2
CC(C)C(OC(=O)c1nsc(Cl)c1Cl)C(=O)NC1CCCCC1 (stereo not drawn)	1	-1	-1.0	13	0	-17	-3	-4
Cc1nnc(SCC(=O)c2c(N)n(C3CC3)c(=O)[nH]c2=O)n1-c1ccccc1	1	-8	1.1	2	-1	-1	-2	0
COc1cc(OC)c(OC)cc1CN1CCN(S(=O)(=O)c2ccc(F)cc2)CC1	-22	-12	.	.	0	-21	0	-3
CC1=NN(Cc2c(C)nn(Cc3ccccc3)c2C)C(C)(C)C1	-5	1	-2.2	1	3	-8	-3	0
CN1CCN(C2CCCCCC2)CC1	-10	11	.	2	.	-2	11	.
C[C@@H]1CCCCO[C@H](CN(C)C(=O)c2ccncc2)[C@@H](C)CN([C@H](C)CO)C(=O)c2cc(NS(=O)(=O)c3cccs3)ccc2O1	-5	4	0.6	4	7	.	7[16.7 µM]	-1
COc1ccc(NC(=O)c2cccc3c(Br)cccc23)cc1	1	11	-0.6	16	8	-8	6	-1
CCN(CC)CCNC(=O)c1ccc(NC(=O)c2ccc(Cl)c(S(=O)(=O)N3CCCCCC3)c2)cc1	-3	-6	-3.7	0	-1	-11	16	0
COCc1cn(CC[C@H]2CC[C@@H](NC(=O)Cc3cccnc3)[C@@H](CO)O2)nn1	-1	-4	-0.1	0	-1	4	.	-3
COc1ccc(-n2cc(-c3ccccc3)c3c(=O)[nH]cnc32)cc1	3	.	0.1	-22	-11	.	-5	1
C[C@@H]1CN([C@@H](C)CO)C(=O)c2cc(NS(=O)(=O)c3ccc(F)cc3)ccc2O[C@@H](C)CCCCO[C@H]1CN(C)C(=O)NC1CCCCC1	-11&9	-17	0.4	-16&-14	.	-6	0	.
O=C(COc1ccccc1)Nc1ccc2c(c1)nc1n2CCSC1	-2	3	.	.	4	15	-1	1
C/C=C/c1ccc2c(c1)O[C@@H](CN(C)C(=O)Cc1cccnc1)[C@@H](C)CN([C@@H](C)CO)S2(=O)=O	.	10	1.1	11	2	6	-9[16.7 µM]	-4
COc1cccc(-c2cnc(C(O)c3ccc(C)c(F)c3)[nH]2)c1 (stereo not drawn)	.	.	.	.	-2	17	10	2
CC(C)C#Cc1ccc([C@@H]2[C@@H](CO)N(C(=O)C3CCC3)[C@H]2C#N)cc1	-2	-4	-3.8	-7	-1	11	.	5
CCC(=O)Nc1cccc(C(=O)c2ccccc2)c1	.	-2	.	-4	0	0	-3	-1
O=C(COC(=O)c1ccc(O)cc1O)Nc1ccc2ccccc2c1	7	-2	3.5	-6	3	0	10	-5
CCN(C(=O)COC(=O)CNC(=O)c1cccs1)c1c(N)n(Cc2ccccc2)c(=O)[nH]c1=O	3	.	2.7	-4	1	3	.	2
O=C(CSc1nc(-c2ccco2)cc(C(F)(F)F)n1)NC1CCCC1	-2	.	1.0	3	-2	14	.	1
COc1ccccc1OCCCOc1cccc(/C=C2\SC(=O)NC2=O)c1	-4	.	0.0	-32	-4	4	.	-1
CCC(C)NC(=O)CN(C)S(=O)(=O)c1ccc2c(c1)c(=O)n(C)c(=O)n2C (stereo not drawn)	5	-21	5.6	10	.	8	-4	0
Cc1cccc2nc(Cn3c(=O)n(CCC(=O)NCc4ccco4)c(=O)c4ccccc43)cc(=O)n12	-4	12	-0.2	5	.	-1	1	.
CC(NC(=O)CCSCCC(=O)NC(C)c1ccccc1)c1ccccc1 (stereo not drawn)	-4	1	.	0	-11	.	-4	0
CC1C(=O)N(Cc2ccccc2F)c2ccccc2N1C(=O)c1c(F)cccc1F (stereo not drawn)	-3	8	-2.8	6	-1	12	1	-1
CCS(=O)(=O)N1CCCCN2[C@H](CO)[C@@H](c3ccc(-c4ccccc4F)cc3)[C@H]2C1	.	5	2.7	9	-4	1	2[16.7 µM]	2
C[C@@H]1CCCCO[C@H](CN(C)C)[C@@H](C)CN([C@H](C)CO)C(=O)c2cc(NS(=O)(=O)c3ccccc3)ccc2O1	-6	5	-2.3	19	1	41	-5[16.7 µM]	-1
COC(=O)[C@H](CCSC)NC(=O)Cn1ccc(N)nc1=O	-9	5	-0.1	-5	-6	0	-2	7
C[C@@H]1CN([C@H](C)CO)C(=O)c2cc(NC(=O)Nc3ccc4c(c3)OCO4)ccc2O[C@@H](C)CCCCO[C@H]1CN(C)Cc1ccc(C(=O)O)cc1	.	2	-1.9	11	-1	.	8[16.7 µM]	0
O=C(CN1C(=O)c2ccccc2C1=O)NCc1ccc(C(=O)O)cc1	1	1	0.0	9	-5	7	0	11
C[C@H]1CCCCO[C@H](CN(C)C)[C@@H](C)CN([C@@H](C)CO)C(=O)c2cc(NS(=O)(=O)c3ccc(Cl)cc3)ccc2O1	.	-3	1.3	8	.	3	4[16.7 µM]	.
O=C(CC1C(=O)NCCN1Cc1ccc(-c2ccccc2)cc1)NCCCn1cccn1 (stereo not drawn)	2	12	0.1	-18	1	5	-4	1
O=C(COC(=O)Cc1cccs1)Nc1ccc(OC(F)(F)F)cc1	-2	-13	-1.6	-1	-3	2	3	14
Cc1cc2c(cc1S(=O)(=O)N(C)Cc1ccccc1)OCC(=O)N2	1	5	5.5	9	-1	-2	2	0
COc1ccc(CCN(C)C/C=C/c2ccccc2)cc1OC	-3	.	0.3	-19	1	19	-4	1

Of the compounds above, 2 have a COOH group.
SMILES	FN deposition inh	PGC1a acetyl inh	CFTR F508del cor	INS-1E GSIS act	PglD inh	C2C12 statin	miR-122 sensor	Cneo AK release
C[C@@H]1CN([C@H](C)CO)C(=O)c2cc(NC(=O)Nc3ccc4c(c3)OCO4)ccc2O[C@@H](C)CCCCO[C@H]1CN(C)Cc1ccc(C(=O)O)cc1	.	2	-1.9	11	-1	.	8[16.7 µM]	0
O=C(CN1C(=O)c2ccccc2C1=O)NCc1ccc(C(=O)O)cc1	1	1	0.0	9	-5	7	0	11

Following part.
SMILES	FN deposition inh	PGC1a acetyl inh	CFTR F508del cor	INS-1E GSIS act	PglD inh	C2C12 statin	miR-122 sensor	Cneo AK release
CNC[C@@H]1Oc2ccc(NS(=O)(=O)c3ccc(Cl)cc3)cc2CC(=O)N([C@@H](C)CO)C[C@H]1C	-6	0	-2.3	-5	1	5	-4[16.7 µM]	2
O=C1CCC[C@@H]2C[C@@]3(C[C@@H]4CCN1[C@H]24)Nc1cc(Cl)ccc1NC3=NC1CCCCC1	7	6	2.3	.	3	3	4	-1
COC(=O)c1cc(=O)n(Cc2ccc(OC)cc2)c(=NCc2ccc(OC)cc2)s1	-11	17	1.4	-9	-4	23	0	1
CCOc1ccc(NS(=O)(=O)c2ccc(NC(=S)NC(C)=O)cc2)cc1	-3	-11	-0.5	-19	.	.	.	.
COc1ccc(NC(=O)Nc2ccc(C(=O)N3CCOCC3)cc2)cc1	4	-34	.	.	2	-1	-3	1
CCOC(=O)c1c(NC(=O)CNCCOC)sc2c1CCCC2	.	2	.	.	-5	.	-2	4

Source: PubChem BioAssay

The order is random; about 2.1% have a hit in one of these screens.
